Source: PubChem BioAssay (The Scripps Research Institute Molecular Screening Center)
MITF primary: blocks human microphthalmia-associated transcription factor. inhibition, % at 2.6 µM. 650,000 compounds, 0.91% hits. AlphaScreen MITF homodimerization, bead proximity signal. AID 1259374. O75030; in the data active = inhibition above about 50%;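 note: 0% = vehicle wells with protein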
FBW7 act: human FBW7 E3 ligase activation, primary screen; AlphaScreen FBW7–phospho-cyclin E peptide binding, activator screen; 650,000 compounds, 0.13% hits; normalized activity (activation), % at 26.1 µM; in the data active = normalized activity above about 1.9%;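 note: purified mutant Fbw7 with reduced substrate affinity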
Target sequence (Q969H0 whole entry, looked up): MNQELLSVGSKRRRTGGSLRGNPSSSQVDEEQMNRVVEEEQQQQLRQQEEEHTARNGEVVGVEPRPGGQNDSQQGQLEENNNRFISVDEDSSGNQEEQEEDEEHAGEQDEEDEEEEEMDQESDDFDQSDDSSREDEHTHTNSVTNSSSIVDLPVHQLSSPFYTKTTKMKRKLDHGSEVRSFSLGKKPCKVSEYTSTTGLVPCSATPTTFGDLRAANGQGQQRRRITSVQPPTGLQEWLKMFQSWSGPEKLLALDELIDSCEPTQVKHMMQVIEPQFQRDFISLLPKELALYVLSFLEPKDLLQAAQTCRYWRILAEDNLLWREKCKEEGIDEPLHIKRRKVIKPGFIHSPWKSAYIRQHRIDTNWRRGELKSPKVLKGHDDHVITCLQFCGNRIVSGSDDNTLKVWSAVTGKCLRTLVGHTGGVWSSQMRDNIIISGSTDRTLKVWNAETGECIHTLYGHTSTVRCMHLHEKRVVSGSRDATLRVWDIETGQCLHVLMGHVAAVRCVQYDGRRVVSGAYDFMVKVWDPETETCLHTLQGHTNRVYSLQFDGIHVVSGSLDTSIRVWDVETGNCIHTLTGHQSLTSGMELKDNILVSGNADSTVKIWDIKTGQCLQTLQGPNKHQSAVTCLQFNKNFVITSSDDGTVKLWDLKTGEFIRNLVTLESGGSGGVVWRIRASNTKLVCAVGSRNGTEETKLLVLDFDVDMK
GPR151 ag: activates the human receptor GPR151. activation, % at 11.2 µM. PathHunter beta-arrestin GPR151 cells, luminescence. 650,000 compounds, 1% hits; in the data active = activation above about 4.9%;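 note: 0% = median of compound wells and 100% = cells with positive control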
Target sequence (Q8TDV0 whole entry, looked up): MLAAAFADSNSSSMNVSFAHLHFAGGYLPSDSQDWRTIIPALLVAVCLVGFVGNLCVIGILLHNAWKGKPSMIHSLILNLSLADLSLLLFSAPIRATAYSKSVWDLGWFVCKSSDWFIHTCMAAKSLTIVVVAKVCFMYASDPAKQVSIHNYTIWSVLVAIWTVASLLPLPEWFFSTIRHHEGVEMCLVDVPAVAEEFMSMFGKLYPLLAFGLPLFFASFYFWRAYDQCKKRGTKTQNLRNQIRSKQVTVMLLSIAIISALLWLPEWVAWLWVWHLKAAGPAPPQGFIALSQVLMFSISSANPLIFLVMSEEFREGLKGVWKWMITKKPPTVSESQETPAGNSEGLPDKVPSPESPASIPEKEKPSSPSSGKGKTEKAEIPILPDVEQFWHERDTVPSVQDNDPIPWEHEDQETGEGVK
TEAD-YAP block: TEAD-YAP interaction inhibition | HEK-TIYL cells, TEAD-Gal4/YAP UAS-luciferase luminescence | inhibition, % at 9.12 µM | 640,000 compounds, 1.4% hits | AID 1259422; in the data active = inhibition above about 32%;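 note: 0% = median of test compound wells and 100% = reference inhibitor wells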
Starred values were filed as active, the others as inactive.

SMILES | MITF primary | FBW7 act | GPR151 ag | TEAD-YAP block
COc1ccc(C2Oc3c(OC)cccc3C3CC(c4ccc(C)o4)=NN32)cc1OC (stereo not given) | -2 | 0.2 | 1.2 | 14
Cc1ccc(C)c(C(=O)Nc2c(C(N)=O)oc3ccccc23)c1 | -12 | -0.2 | 0.9 | 4
Cc1nc(N)n2c(SCC(=O)N3CCCCC3)nnc2c1Cc1ccccc1 | 12 | 0.7 | -0.7 | -2
O=C(c1c[nH]c2ccc(S(=O)(=O)N3CCC4(CC3)OCCO4)cc2c1=O)N1CCOCC1 | 8 | 0.0 | 0.6 | 5
COc1ccc(Nc2nnc(SC3CCOC3=O)s2)cc1 (stereo not given) | 5 | 0.1 | 0.4 | -3
Cc1ccccc1-n1c(=S)sc2c(=O)n(-c3ccc(F)cc3)c(SCC(=O)N3CCCC3)nc21 | -17 | -0.2 | 0.7 | -2
COc1cccc(CC(=O)Nc2cnc3cnc(-c4ccoc4)cn23)c1 | 9 | -0.2 | -0.5 | -1
Nc1nc(-c2ccccc2)c(C(=O)Nc2ccccc2)s1 | -17 | 0.0 | 0.4 | 0
Cc1ccc(C(=O)OCC(=O)c2ccc(F)cc2)cc1S(=O)(=O)N1CCCCC1 | -10 | 0.1 | 2.7 | 0
CC(C)n1cnc2c(NCCOc3ccccc3)nc(-c3ccc(C(=O)NC4CC4)cc3)nc21 | 27 | 0.2 | -1.7 | 14
COc1ccccc1-c1cnc(NCc2cccc(Cl)c2)c2nccn12 | -12 | 0.1 | -1.3 | -41
O=C(/C=C/c1cccc([N+](=O)[O-])c1)NC(C(=O)O)c1ccccc1 (stereo not given) | 11 | 0.1 | -0.5 | 5
Cc1cccc(-c2noc(CN(C(=O)Cc3ccccc3[N+](=O)[O-])C(C)C)n2)c1 | 0 | -0.3 | -1.0 | 7
CCOc1ccc(-n2c(-c3ccccc3)cn3c4c(=O)n(C)c(=O)n(C)c4nc23)cc1 | 0 | 0.0 | 0.9 | -2
Cc1ccc(-n2nc3c(c2NC(=O)c2ccc(C(C)(C)C)cc2)CS(=O)(=O)C3)c(C)c1 | -5 | 0.0 | -0.7 | 1
CCOc1ccc(NC2CCCCC2NS(=O)(=O)c2ccccc2)cc1 (stereo not given) | 4 | -0.1 | -1.4 | -5
COc1ccc(C(=O)CSc2nnnn2C)cc1 | -4 | -0.1 | -0.4 | -31
CC(C)CCNC1=CC(=O)CC(c2ccccc2)C1 (stereo not given) | -2 | -0.1 | -0.4 | 3
Cc1ccc(OC(=O)c2ccncc2)c(-n2nc3ccccc3n2)c1 | -2 | -0.1 | -1.0 | -44
CC1CCN(C(=O)c2c[nH]c3ccc(S(=O)(=O)N4CCC5(CC4)OCCO5)cc3c2=O)CC1 | -3 | 0.0 | -0.6 | -7
CC(=O)CSc1nnc(Nc2ccc(C)cc2C)s1 | -5 | -0.1 | 0.1 | -20
COc1ccc(NC(=O)Cn2c(=O)c(CNc3ccccc3)cc3ccc(C)cc32)cc1OC | 4 | -0.2 | 0.9 | 8
CCC(CC)C(=O)OCC(=O)Nc1ccc([N+](=O)[O-])cc1C(F)(F)F | 18 | -0.1 | -0.9 | 9
CCOc1cccc(-c2nc(C(N)=O)c3[nH]c(=O)n(-c4ccccc4OC)c3n2)c1O | 8 | 0.1 | 0.6 | 2
O=S(=O)(Nc1cccnc1)c1ccc(Cl)c(C(F)(F)F)c1 | 10 | 0.0 | -1.3 | 10
C#CCN(CC=C)C(=O)CC1C(=O)NCCN1CCc1ccccc1 (stereo not given) | 10 | 0.2 | -0.8 | -1
O=C(COC(=O)c1ccccc1NC(=O)c1ccc([N+](=O)[O-])cc1)c1ccc(F)cc1 | -5 | -0.1 | -1.2 | 13
O=C(CCc1nc2cccnc2n1-c1ccccc1)Nc1ccc2c(c1)OCO2 | -7 | 0.1 | -1.9 | 4
O=C(Nc1ccc(OC(F)(F)F)cc1)c1cnccn1 | -10 | 0.0 | 0.5 | -14
COc1cc(OC)c(C2SCCN2S(=O)(=O)c2ccc([N+](=O)[O-])cc2)cc1OC (stereo not given) | 8 | 0.0 | -0.7 | 9
CCOC(=O)c1c(NC(=O)C2CC2)sc2c1CCCC2 | 3 | 0.0 | 0.3 | 7
CC(C)(C)C(=O)N1CCC(n2nnc3ccccc3c2=O)CC1 | 9 | -0.1 | 0.1 | -4
C/C(=C\c1ccccc1)CN1CCN(c2ncccn2)CC1 | -9 | 0.0 | 0.0 | 5
Cc1ccc(CNC(=O)CCCNS(=O)(=O)c2cccc3nonc23)cc1 | 11 | 0.0 | 0.3 | 7
Cc1ccc(N=C2NC(=O)/C(=C\c3ccc(C)s3)S2)cc1 | 12 | 0.7 | -1.2 | -5
O=C(O)COc1ccc(/C=C/[N+](=O)[O-])cc1Cl | 1 | -0.1 | -0.5 | -9
Cc1ccc(S(=O)(=O)NCCSC(C)(C)C)cc1[N+](=O)[O-] | 11 | 0.1 | 3.5 | 7
COc1cccc(NS(=O)(=O)c2ccc(OC)c(Cl)c2)c1 | -2 | -0.1 | 0.1 | -2
Cn1nc(-c2ccccc2)c2c1CCN(Cc1ccc3c(c1)OCO3)C2 | -9 | -0.1 | 0.7 | 5
CCOc1cccc(NC(=O)C2CC(=O)N(C)C(=Nc3ccc(C)c(Cl)c3)S2)c1 (stereo not given) | 5 | 0.0 | 0.1 | -6
Cc1noc(C)c1-c1cncc(C(=O)NC2CCN(Cc3ccccc3)CC2)c1 | 11 | 0.1 | -0.7 | 7
Cc1nnc(NC(=O)Cn2nnc3ccccc3c2=O)s1 | 16 | 0.8 | -0.9 | 12
O=C(N/N=C/C=C/c1ccc([N+](=O)[O-])cc1)c1ccncc1 | -6 | 0.0 | 0.5 | -8
CS(=O)(=O)c1ccc(-c2noc(C3CCN(C(=O)c4c(F)cccc4F)CC3)n2)cc1 | 7 | 0.0 | 0.0 | 4
CCOC(=O)C1=C(C)N(CCO)C(=O)NC1c1cc(Cl)cc(Cl)c1OC (stereo not given) | 1 | 0.2 | 0.3 | 5
COc1cc2nc(-c3c(C)noc3C)nc(NCc3ccccc3)c2cc1OC | -15 | 0.3 | -0.1 | 3
COc1ccc2c([N+](=O)[O-])c(SC#N)[nH]c2c1 | 1 | -0.2 | 0.8 | -6
O=[N+]([O-])c1c(N2CCOCC2)sc(Cl)c1N1CCOCC1 | 1 | 0.0 | -1.2 | 0
COc1cc(/C=N/N=C2\CC3CCC2(C)C3(C)C)cc(OC)c1OC(C)=O (stereo not given) | 13 | 0.6 | 2.5 | -2
O=C1c2ccccc2C(=O)N1CCSC(=S)N1CCSCC1 | -3 | 0.0 | -1.2 | -38

Next part.
SMILES | MITF primary | FBW7 act | GPR151 ag | TEAD-YAP block
CN(C(=O)c1ccccc1)c1nc2ccccc2s1 | 12 | 0.2 | -0.2 | -20
COc1ccc(C2C(C(=O)OC3CCCCC3)=C(C)NC3=C2C(=O)CCC3)cc1 (stereo not given) | -5 | -0.1 | -0.5 | -4
N#CC1C(=O)c2ccccc2CC12CCCC2 (stereo not given) | -7 | -0.1 | -0.2 | 0
Cc1nc(C)c(CC(=O)Nc2cccc(Cl)c2)s1 | 1 | 0.2 | -0.4 | -1
O=C(c1nn2c(C(F)(F)F)cc(-c3cccs3)nc2c1Br)N(Cc1ccccc1)Cc1ccccc1 | -3 | 0.5 | 0.7 | 2
O=C(NNC(=O)c1cc2cc([N+](=O)[O-])ccc2oc1=O)c1ccc(Br)cc1 | 1 | 0.0 | 2.8 | -2
O=C1c2ccccc2C(=O)N1CCCCN(C(=O)c1sc2ccccc2c1Cl)c1ccc(F)cc1F | 0 | 0.4 | 1.1 | 0
COc1ccc(/C=N/NC(=S)Nc2ccccc2[N+](=O)[O-])cc1O | 22 | 0.1 | -2.1 | -45
Cc1ccc2nc(C)cc(Nc3ccccc3)c2c1 | 14 | 1.2 | -0.2 | 10
CCOC(=O)c1c(C)[nH]c(C(=O)COC(=O)c2ccc(Cl)cc2N)c1C | 15 | 0.0 | -1.7 | -1

Given with tabs: part of the list above.
Compound	MITF primary	FBW7 act	GPR151 ag	TEAD-YAP block
N#CC1C(=O)c2ccccc2CC12CCCC2 (stereo not given)	-7	-0.1	-0.2	0
Cc1nc(C)c(CC(=O)Nc2cccc(Cl)c2)s1	1	0.2	-0.4	-1
O=C(c1nn2c(C(F)(F)F)cc(-c3cccs3)nc2c1Br)N(Cc1ccccc1)Cc1ccccc1	-3	0.5	0.7	2

Other compounds follow.
SMILES | MITF primary | FBW7 act | GPR151 ag | TEAD-YAP block
CC(N=Cc1ccc(O)cc1)C1COc2ccccc2O1 (stereo not given) | 4 | -0.1 | -0.2 | 0
Cc1nc2c(-c3ccccc3)c(C)nn2c(C)c1CCC(=O)NO | -19 | 0.1 | -1.1 | -5
COc1ccc(-c2[nH]ncc2CNCc2ccc(F)cc2)cc1 | 0 | -0.1 | -0.2 | 4
O=C(CN(Cc1ccccc1)S(=O)(=O)c1ccc(Br)cc1)Nc1cccc(Cl)c1 | 2 | -0.1 | 1.2 | -2
COc1ccc(/C=C/C(=O)NC(=S)Nc2ccc(C(=O)O)cc2)cc1 | 14 | 0.4 | -1.8 | 1
O=C(NCCOc1ccccc1)c1cc(NC2CCN(Cc3ccccc3)CC2)nc2ccccc12 | 2 | 0.3 | -0.8 | 10
COc1ccc(/C=C/C(=O)N2CCC(n3c(C4CCC4)nc4cccnc43)CC2)cc1OC | 4 | 0.0 | -0.9 | 4
O=C(NC1CC1)[C@H]1C=CCN1C(=O)c1ccc(F)cc1F | 11 | 0.1 | -1.1 | 6
Cc1ccc2nc(SCC(=O)Nc3nonc3N)[nH]c2c1 | 9 | 0.0 | -0.4 | -1
Cc1ccc(-n2nc3c(c2NC(=O)c2ccc(OC(C)C)cc2)CS(=O)(=O)C3)c(C)c1 | -1 | 0.0 | 0.8 | 5
N#CC(C#N)=C1c2cc([N+](=O)[O-])ccc2-c2c(C#N)cc([N+](=O)[O-])cc21 | 16 | -0.9 | -0.8 | 7
C=CCn1c(SCC(=O)c2[nH]c(C)c(C(=O)OC)c2C)nc2sc3c(c2c1=O)CCC3 | -2 | 0.1 | 0.4 | -7
NC(=O)c1sc2nc(-c3ccc(Br)cc3)cc(C(F)(F)F)c2c1N | 5 | 0.0 | -0.2 | 13
Cc1nc2ccccc2c(C)c1CC(=O)O | 17 | 0.0 | -0.1 | 2
Cc1nc(-c2cccs2)c(CCC(=O)N2CCOCC2)s1 | 4 | 0.0 | 0.5 | -8
O=[N+]([O-])c1ccccc1Oc1ccc(C(F)(F)F)cn1 | -2 | 0.2 | 0.0 | 9
CCOC(=O)c1ccc(NC(c2ccc(N(C)C)cc2)P(=O)(OC(C)C)OC(C)C)cc1 (stereo not given) | -7 | -0.2 | 0.5 | -7
CC(=O)Nc1ccc(Nc2ncnc3c2nc(N2CCCC2CO)n3C(C)C)cc1 (stereo not given) | 1 | -0.1 | 0.5 | 9
Cc1ccc(NC(=O)CC2SC(=Nc3ccccc3)N(CCO)C2=O)c(C)c1 (stereo not given) | -7 | -0.2 | -1.3 | -4
O=C(CN1CCN(Cc2ccccc2)C1=O)NC1CCCCCC1 | 8 | 0.4 | -0.3 | 8

Ordered by count of non-hydrogen atoms (largest number first): 7 of the compounds above.
SMILES | MITF primary | FBW7 act | GPR151 ag | TEAD-YAP block
CCOC(=O)c1ccc(NC(c2ccc(N(C)C)cc2)P(=O)(OC(C)C)OC(C)C)cc1 (stereo not given) | -7 | -0.2 | 0.5 | -7
Cc1ccc(NC(=O)CC2SC(=Nc3ccccc3)N(CCO)C2=O)c(C)c1 (stereo not given) | -7 | -0.2 | -1.3 | -4
N#CC(C#N)=C1c2cc([N+](=O)[O-])ccc2-c2c(C#N)cc([N+](=O)[O-])cc21 | 16 | -0.9 | -0.8 | 7
NC(=O)c1sc2nc(-c3ccc(Br)cc3)cc(C(F)(F)F)c2c1N | 5 | 0.0 | -0.2 | 13
Cc1nc(-c2cccs2)c(CCC(=O)N2CCOCC2)s1 | 4 | 0.0 | 0.5 | -8
O=[N+]([O-])c1ccccc1Oc1ccc(C(F)(F)F)cn1 | -2 | 0.2 | 0.0 | 9
Cc1nc2ccccc2c(C)c1CC(=O)O | 17 | 0.0 | -0.1 | 2

(list continues)
SMILES | MITF primary | FBW7 act | GPR151 ag | TEAD-YAP block
Cc1ccc(N2C(=O)C(CC(C)C)NC2=S)cc1 (stereo not given) | 2 | 0.2 | -1.3 | 3
CC1CCCC(C)N1C(=O)COC(=O)c1cc(S(=O)(=O)N2CCOCC2)ccc1O (stereo not given) | 0 | -0.1 | -0.9 | 11
CSCCC(NC(=O)c1ccco1)C(=O)OCc1cc(=O)oc2cc3c(cc12)CCC3 (stereo not given) | 3 | -0.1 | -0.5 | -10
O=C(/C=C/c1ccc(F)cc1)NC(=S)NNS(=O)(=O)c1ccccc1 | 14 | 0.6 | -1.6 | -20
CCN(CC)CCNC(=O)c1cn(C)c(=O)c2ccccc12 | 1 | 0.1 | -1.4 | -12
O=C(c1ccc(N2CC3CC(C2)c2cccc(=O)n2C3)c(NS(=O)(=O)c2ccc(Cl)cc2)c1)N1CCCCC1 (stereo not given) | -14 | -1.1 | 1.1 | 1
COc1ccccc1CNC(=O)c1ccc(N2CC3CC(C2)c2cccc(=O)n2C3)c(NC(=O)c2cccnc2)c1 (stereo not given) | 2 | -0.1 | -0.3 | -6
O=C(Nc1cccc(-c2cn3c(n2)SCC3)c1)c1ccco1 | 1 | -0.2 | 0.8 | 1
CCOc1ccc(S(=O)(=O)N(C(C)=O)c2ccc(OC(C)=O)cc2)cc1 | 6 | -0.1 | 0.0 | 2
COc1ccccc1N1CCN(C/C=C/c2ccco2)CC1 | 6 | -0.1 | 0.3 | 1
